HepG2 tox = HepG2 cytotoxicity, counter-screen for TGF-b inhibitors; 410,000 compounds, 0.76% hits; Potency, µM (top dose mostly 46.1 µM), without a hit: at the top dose activity change, negative = cytotoxicity, most hits filed as cytotoxic; HepG2 CAGA-GFP viability, ATP luminescence, 18 h; also: potency is read from the fitted curve at half-maximal effect; some results filed as inactive show a strong effect at the top dose
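HepG2 CAGA-GFP cells (1000/well, DMEM with 1% FBS) received compound, then TGF-beta at 500 pg/mL final, and were incubated 18 hours at 37 degrees C. Viability was read by CellTiter-Glo luminescence. Media-only wells were set as complete cell-killing and DMSO as no toxicity.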
SW480 rerep = DNA re-replication induction in SW480 cells | Potency, µM (doses to about 46.1 µM), for inactives: top-dose re-replication activation, most hits filed as activators | SW480 DNA re-replication, Hoechst DNA content imaging, 48 h | 340,000 compounds, 1.8% hits; also: potency is read from the fitted curve at half-maximal effect; % of control where 0% means no effect; nearly all actives have a fitted effect of over 55% in size
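DNA re-replication was detected as more nuclei of elevated Hoechst intensity after 48 hr exposure to compound (23 nL pinned per well of 250 cells).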
MCF10A rereplic = inducers of DNA re-replication in MCF 10A breast cells; Potency, µM (doses to about 46.1 µM), without a hit: at the top dose activity, positive = re-replication, actives largely listed as activators; 350,000 compounds, 2.9% hits; AID 624296; MCF 10A DNA re-replication, Hoechst nuclear intensity, 48 h; also: potency is read from the fitted curve at half-maximal effect; % of control where 0% means no effect; nearly all actives have a fitted effect of over 50% in size
HT1080NT lethal = kills 2HG-producing HT-1080-NT fibrosarcoma cells | 360,000 compounds, 1.6% hits | AID 686970 | HT-1080-NT fibrosarcoma viability, CellTiter-Glo ATP luminescence, 48 h | Potency, µM (series often up to 46.1 µM), for inactives: top-dose activity, negative = less viability, usual class: cytotoxic;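 also: NT is the 2HG producing partner of a matched IDH1 knockdown line; potency is read from the fitted curve at half-maximal effect; 0% = DMSO-treated cells and -100% = media-only wells without cells; nearly all actives have a fitted effect of over 55% in size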
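HT-1080-NT fibrosarcoma cells (2HG-overproducing), 750 cells/well in RPMI with 5% FBS, dosed after 2 h and incubated 48 h at 37C. CellTiter-Glo luminescence normalized to DMSO and no-cell wells; concentration-response curves fitted and classed.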
IL-1B inflam inh = inflammasome signaling inhibition, IL-1 beta readout; activity change, % at 57.5 µM; 360,000 compounds, 4.7% hits; THP-1 LPS/ATP IL-1B secretion, AlphaLISA, 16 h; active compounds read low; in the data active = activity change below about -50%; inconclusive = mostly about -30% to -49%; also: % is scaled to controls: 0 for no effect and ±100 for the full control effect
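THP-1 cells pretreated 1 hr with compounds (up to 57.5 uM final), then stimulated with LPS (250 ng/mL final) plus ATP (1.25 mM final); secreted IL-1B measured by AlphaLISA after 16 hr, decreased signal indicating inhibition.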
KB-3-1 tox = KB-3-1 parental cell cytotoxicity; 400,000 compounds, 1.4% hits; KB-3-1 viability, CellTiter-Glo ATP luminescence, 72 h; AID 1347075; Potency, µM (titrated, usually from 46.1 µM), without a hit: top-dose activity change, negative = cytotoxic, hits mostly cytotoxic; also: potency is read from the fitted curve at half-maximal effect; % is scaled to controls: 0 for no effect and ±100 for the full control effect; nearly all actives have a fitted effect of over 60% in size
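Cytotoxicity measured as CellTiter-Glo luminescence after 72 h at 37 C. Compound titrations were pinned onto drug-naive KB-3-1 parental adenocarcinoma cells grown in DMEM with 10% FBS, and normalized data fitted to concentration-response curves.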
ATXN viability = reduces viability in counter-screen for ATXN expression inhibitors; S2 cells (HEK-293 line with an ATXN2-luciferase reporter) viability, CellTiter-Fluor protease fluorescence, 24 h; Potency, µM (titrated, usually from 56.7 µM), most hits filed as cytotoxic; 400,000 compounds, 0.49% hits; also: potency is read from the fitted curve at half-maximal effect; nearly all actives have a fitted effect of over 40% in size
HT1080 IDH1KD tx = kills HT-1080 cells with IDH1 knockdown; HT-1080 IDH1 knockdown viability, ATP luminescence, 48 h; Potency, µM (highest dose often 46.1 µM), for inactives: at the highest dose activity, negative = toxicity, usual class: cytotoxic; 360,000 compounds, 2% hits;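 also: potency is read from the fitted curve at half-maximal effect; 0% = DMSO wells and -100% = cell-free medium wells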
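Luminescent ATP read-out (CellTiter-Glo, 10 min at room temperature) after 48 h compound exposure at 37 °C gave viability of IDH1-knockdown HT-1080 cells. Activity was normalised to DMSO and cell-free wells, then fitted as concentration-response curves.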
ATXN2 expr inh = ATXN2 expression inhibition. HEK-293 ATXN2-luciferase reporter, luminescence, 24 h. Potency, µM (series often up to 57 µM), without a hit: at the top dose activity change, negative = inhibition, actives largely listed as inhibitors. 360,000 compounds, 0.72% hits. AID 1745845; also: potency is read from the fitted curve at half-maximal effect; % is scaled to controls: 0 for no effect and ±100 for the full control effect; nearly all actives have a fitted effect of over 55% in size
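qHTS (up to 57 uM final) was run with 24 h compound exposure of reporter cells at 37 °C. Each well was multiplexed: SteadyGlo luminescence measured ATXN2-luciferase expression after a fluorogenic Gly-Phe-AFC viability readout (25 uM final).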
Numbers without * were called inactive; [ ] = another dose, or the depositor's remark. Unless noted, calls follow the shape of the dose curve; as a rule, active = well fitted curve in the direction sought with a large enough effect; inconclusive = small, poorly fitted or top-dose-only effect, or another doubt; inactive = no such curve, though single readings can be large; an effect the other way counts as inactive or inconclusive.

For COc1ccc(N2CCN(C(=O)C3CCN(S(=O)(=O)N4CCOCC4)CC3)CC2)cc1 the results were HepG2 tox -8%, SW480 rerep -7%, MCF10A rereplic 2%, HT1080NT lethal -6%, IL-1B inflam inh 13, KB-3-1 tox -2%, ATXN viability inactive, HT1080 IDH1KD tx -3% and ATXN2 expr inh -13%.
`COc1ccc(S(=O)(=O)N2CCCC(C(=O)O)C2)cc1` (configuration not stated) gave HepG2 tox -1%, SW480 rerep -1%, MCF10A rereplic -1%, HT1080NT lethal 16%, IL-1B inflam inh 22, KB-3-1 tox 10%, ATXN viability inactive, HT1080 IDH1KD tx 14% and ATXN2 expr inh 0%.
CC(=O)NC(c1cc(Cl)c2cccnc2c1O)C1CC1 (configuration not stated) was read as HepG2 tox -60%, SW480 rerep 1.3µM*, MCF10A rereplic inconclusive, KB-3-1 tox -11%, ATXN viability 3.2µM* and ATXN2 expr inh 8.9µM*.
For CCC(C)(C(=O)NC1CCCC1)N(C(=O)Cc1cccs1)c1c(C)n(C)n(-c2ccccc2)c1=O (configuration not stated) the results were HepG2 tox 27%, SW480 rerep 0%, MCF10A rereplic -2%, HT1080NT lethal -1%, IL-1B inflam inh 21, KB-3-1 tox -14%, ATXN viability inactive, HT1080 IDH1KD tx 8% and ATXN2 expr inh -1%.
Screening Cc1cccc(NC(=O)CCCN2C(=O)C(c3ccccc3)Oc3cccnc32)c1C (configuration not stated) returned HepG2 tox -21%, SW480 rerep 4%, MCF10A rereplic 118%, HT1080NT lethal 3%, IL-1B inflam inh -8, KB-3-1 tox -2%, ATXN viability inactive, HT1080 IDH1KD tx -3% and ATXN2 expr inh -20%.
`CCN(CC)c1ccc(/C=C(\C#N)C(=O)c2ccc(Br)cc2)cc1` gave HepG2 tox -18%, SW480 rerep inconclusive, MCF10A rereplic 13µM*, HT1080NT lethal inconclusive, IL-1B inflam inh inconclusive, KB-3-1 tox -6%, ATXN viability inactive, HT1080 IDH1KD tx inconclusive and ATXN2 expr inh -13%.
O=C(Cc1n[nH]c(=O)c2ccccc12)NC(c1ccccc1)c1ccccc1 was read as HepG2 tox -3%, SW480 rerep 29%, MCF10A rereplic 7%, HT1080NT lethal -8%, IL-1B inflam inh 9, KB-3-1 tox -3%, ATXN viability inactive, HT1080 IDH1KD tx inconclusive and ATXN2 expr inh 9%.
For COc1ccc(C2(C)NC(=O)N(CC3CCCCC3)C2=O)cc1 (configuration not stated) the results were HepG2 tox 1%, SW480 rerep -4%, MCF10A rereplic -28%, HT1080NT lethal 4%, IL-1B inflam inh 36, KB-3-1 tox 6%, ATXN viability inactive, HT1080 IDH1KD tx 0% and ATXN2 expr inh -5%.
For COc1cc(OC)cc(-c2cc3nc(C)c(CCC(=O)NCCc4cccc(C)c4)c(C)n3n2)c1 the results were HepG2 tox 1%, KB-3-1 tox -11%, ATXN viability inactive and ATXN2 expr inh -18%.
For O=C(Nc1ccc(Oc2ccccc2)cc1)C1CCCO1 (configuration not stated) the results were HepG2 tox -4%, SW480 rerep inconclusive, MCF10A rereplic 7.3µM*, HT1080NT lethal 0%, IL-1B inflam inh 1, KB-3-1 tox 1%, ATXN viability inactive, HT1080 IDH1KD tx -6% and ATXN2 expr inh 42%[activator].
`Cc1ccc(Cl)cc1N1CCN(S(=O)(=O)c2c(C(=O)N3CCOCC3)c(C)n(C)c2C)CC1` gave HepG2 tox -4%, SW480 rerep 3%, MCF10A rereplic 3%, HT1080NT lethal -9%, IL-1B inflam inh -15, KB-3-1 tox -5%, ATXN viability inactive, HT1080 IDH1KD tx -1% and ATXN2 expr inh -10%.
`Cc1occc1C(=O)N1CCCC(Nc2ccc(F)c(F)c2)C1` (configuration not stated) gave HepG2 tox 1%, SW480 rerep 3%, MCF10A rereplic 8%, HT1080NT lethal 3%, IL-1B inflam inh -6, KB-3-1 tox 2%, ATXN viability inactive, HT1080 IDH1KD tx 3% and ATXN2 expr inh 11%.
Screening Cc1cc(C)c(C#N)c(N2CCC(C(N)=O)CC2)n1 returned HepG2 tox -2%, SW480 rerep -2%, MCF10A rereplic 6%, HT1080NT lethal 10%, IL-1B inflam inh 3, KB-3-1 tox 17%, ATXN viability inactive, HT1080 IDH1KD tx 3% and ATXN2 expr inh -5%.
COc1ccc(N2CCN(C(=O)c3ccccc3NS(=O)(=O)c3ccc(C)cc3)CC2)cc1 was read as HepG2 tox -4%, SW480 rerep 12%, MCF10A rereplic -4%, HT1080NT lethal -3%, IL-1B inflam inh -1, KB-3-1 tox -15%, ATXN viability inactive, HT1080 IDH1KD tx -7% and ATXN2 expr inh 4%.
For C=CCNC(=S)Nc1ccc(N2CCOCC2)c(S(=O)(=O)Nc2ccccc2Cl)c1 the results were HepG2 tox -15%, SW480 rerep -2%, MCF10A rereplic 0%, HT1080NT lethal 1%, IL-1B inflam inh 14, KB-3-1 tox -9%, ATXN viability inactive, HT1080 IDH1KD tx -5% and ATXN2 expr inh -1%.
Screening CCOC(=O)c1ccc(NC2=CC(c3ccc(OCC)cc3)N(c3ccc(C(=O)OCC)cc3)C2=O)cc1 (configuration not stated) returned HepG2 tox -4%, KB-3-1 tox inconclusive, ATXN viability inactive and ATXN2 expr inh -2%.
For COc1ccc(S(=O)(=O)N(Cc2ccccc2)Cc2nc3ccccc3c(=O)[nH]2)cc1 the results were HepG2 tox -5%, SW480 rerep -2%, MCF10A rereplic 15%, HT1080NT lethal -23%, IL-1B inflam inh 2, KB-3-1 tox -13%, ATXN viability inactive, HT1080 IDH1KD tx 3%[9.24 µM] and ATXN2 expr inh -1%.
For CC(CCc1ccccc1)NC(=O)COC(=O)c1cccnc1Cl (configuration not stated) the results were HepG2 tox -1%, SW480 rerep -6%, MCF10A rereplic inconclusive, HT1080NT lethal 6%, IL-1B inflam inh -3, ATXN viability inactive, HT1080 IDH1KD tx -4% and ATXN2 expr inh 5%.
For CC1CCN(Cc2c(C(=O)N/N=C/c3cccc(Cl)c3)nnn2-c2nonc2N)CC1 the results were HepG2 tox -76%, SW480 rerep -8%, MCF10A rereplic inconclusive, HT1080NT lethal 4%, IL-1B inflam inh 20, KB-3-1 tox -3%, ATXN viability inactive and HT1080 IDH1KD tx -8%.
For COC(=O)c1ccc2cn[nH]c2c1 the results were HepG2 tox -3%, HT1080NT lethal -3%, IL-1B inflam inh 30, KB-3-1 tox -8%, ATXN viability inactive and HT1080 IDH1KD tx 5%.
Screening CCCc1c(C(=O)Nc2ccc(F)cc2)cnn1-c1ccccc1 returned HepG2 tox 13%, SW480 rerep -46%[inhibitor], MCF10A rereplic inconclusive, HT1080NT lethal 0%, IL-1B inflam inh -21, KB-3-1 tox -13%, ATXN viability inactive, HT1080 IDH1KD tx -11% and ATXN2 expr inh 31%.
For CCCn1c(SCC(=O)Nc2cccc(C(=O)OCC)c2)nnc1-c1ccoc1C the results were HepG2 tox -19%, SW480 rerep -3%, MCF10A rereplic inconclusive, HT1080NT lethal -8%, IL-1B inflam inh -5, KB-3-1 tox inconclusive, ATXN viability inactive, HT1080 IDH1KD tx -11% and ATXN2 expr inh -13%.
For CCCSc1nc2sc3c(c2c(=O)n1-c1ccc(C)c(Cl)c1)CCN(C(C)=O)C3 the results were HepG2 tox -9%, KB-3-1 tox -5%, ATXN viability inactive and ATXN2 expr inh -12%.
O=C(NCCc1c[nH]c2ccccc12)OCCSS(=O)(=O)O was read as HepG2 tox -2%, SW480 rerep 0%, MCF10A rereplic 0%, HT1080NT lethal 7%, IL-1B inflam inh 27, KB-3-1 tox -9%, ATXN viability inactive, HT1080 IDH1KD tx 8% and ATXN2 expr inh -24%.
For Cc1ccc(NC(=O)COc2ccccc2[N+](=O)[O-])nc1 the results were HepG2 tox -5%, SW480 rerep 1%, MCF10A rereplic 10%, HT1080NT lethal -20%, IL-1B inflam inh 20, KB-3-1 tox 3%, ATXN viability inactive, HT1080 IDH1KD tx 0% and ATXN2 expr inh -33%.
For Cc1nc2c(cc1NC(=O)C(C)(C)C)nc(C)n2Cc1ccccc1 the results were HepG2 tox 6%, SW480 rerep -45%[inhibitor], MCF10A rereplic 3%, HT1080NT lethal 12%, IL-1B inflam inh 17, KB-3-1 tox -2%, ATXN viability inactive, HT1080 IDH1KD tx 1% and ATXN2 expr inh 26%.
Nc1nc(Cl)nc2c1ncn2[C@H]1C[C@H](O)[C@@H](CO)O1 was read as HepG2 tox -42%, SW480 rerep inconclusive, MCF10A rereplic inconclusive, HT1080NT lethal inconclusive, IL-1B inflam inh 56, KB-3-1 tox inconclusive, ATXN viability inactive, HT1080 IDH1KD tx inconclusive and ATXN2 expr inh inconclusive.
For CCN(C(=O)CSc1ccccn1)C1CCCCC1 the results were HepG2 tox -18%, SW480 rerep -9%, MCF10A rereplic inconclusive, HT1080NT lethal 5%, IL-1B inflam inh 1, KB-3-1 tox inconclusive, ATXN viability inactive, HT1080 IDH1KD tx 1% and ATXN2 expr inh 11%.
Screening COc1cccc(NC(=S)N(CCCN2CCOCC2)C(C)c2cc3ccccc3o2)c1 (configuration not stated) returned HepG2 tox -4%, SW480 rerep -16%, MCF10A rereplic 4%, HT1080NT lethal -8%, IL-1B inflam inh -22, KB-3-1 tox 0%, ATXN viability inactive and HT1080 IDH1KD tx -7%.

For reference, 2 of the compounds above:
For CCCn1c(SCC(=O)Nc2cccc(C(=O)OCC)c2)nnc1-c1ccoc1C the results were HepG2 tox -19%, SW480 rerep -3%, MCF10A rereplic inconclusive, HT1080NT lethal -8%, IL-1B inflam inh -5, KB-3-1 tox inconclusive, ATXN viability inactive, HT1080 IDH1KD tx -11% and ATXN2 expr inh -13%.
For CCCSc1nc2sc3c(c2c(=O)n1-c1ccc(C)c(Cl)c1)CCN(C(C)=O)C3 the results were HepG2 tox -9%, KB-3-1 tox -5%, ATXN viability inactive and ATXN2 expr inh -12%.

Compound activity as filed in PubChem BioAssay.
